Screening data from PubChem BioAssay.
ELG1 repair inh – ELG1-dependent DNA repair inhibition. HEK293T ELG1-luciferase reporter, luminescence, 16 h; DNA damage induced by 5-fluorouridine. Potency, µM (titrated, usually from 46.1 µM), for inactives: at the top dose activity change, negative = inhibition, most hits filed as inhibitors. actives 2.3% (n = 330,000). AID 504467; further: potency means the concentration at half of the fitted maximal effect; on the % scale 0 is the no-effect control and ±100 the full control effect; nearly all actives have a fitted effect of over 55% in size
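In this reporter screen, reduction of luminescence relative to DMSO vehicle indicated activity. Compounds and 5-fluorouridine were added together to 2,000 cells per well, incubated for 16 hr at 37 °C, then developed with ONE-Glo.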
AT treatment – potential ataxia-telangiectasia treatment | […] A-T fibroblasts, KAP-1 phosphorylation AlphaLISA; neocarzinostatin DNA damage 30 min before lysis | Potency, µM (top dose mostly 57.5 µM), for the others: at the highest dose activation, most hits filed as activators | actives 0.19% (n = 320,000) | AID 485349; further: potency means the concentration at half of the fitted maximal effect; % of control where 0% means no effect; nearly all actives have a fitted effect of over 45% in size
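hTERT-immortalized A-T patient fibroblasts ([…]), 500 cells/well in OPTI-MEM, 1% FBS, got compounds for 60 min, then NCS for 30 min at 37C. Lysates were then assayed for phospho-KAP-1 by AlphaLISA (anti-pKAP1 donor, anti-KAP1 acceptor beads), 6 hr at 25C.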
Chronic BCR inh – blocks chronic active B-cell receptor signaling. ABC-DLBCL IkBa-CBG/CBR reporter, luminescence ratio, 4 h. Potency, µM (top dose mostly 46.1 µM), inactives show at the highest dose ratio change, negative = lower green/red ratio, most hits filed as inhibitors. actives 0.05% (n = 340,000); active means well fitted inhibition curve with a large enough effect in the signal ratio, with a control signal flat, not every such curve was filed as active; inconclusive means small, poorly fitted or top-dose-only effect, or effect the other way, or a change in a side signal; the % refers to the signal ratio;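 further: potency means the concentration at half of the fitted maximal effect; plate controls were basal doxycycline-induced cells for no effect and cells given 10 µM MG132 for full effect; MG132 reads +100%, hits lower the ratio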
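Concentration-response series (up to 46 uM) were applied to TMD8 dual-reporter cells for 4 h at 37C with doxycycline. Green/red ratio, after filter-overlap correction, defined %Activity; red signal alone was normalised to basal cells and zero luminescence.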
S-ASM inh – inhibitors of human secretory acid sphingomyelinase. actives 0.006% (n = 340,000). placental ASM, HMU-PC fluorogenic substrate, 60 min. P17405. Potency, µM (titrated, usually from 57.5 µM), without a hit: top-dose activity change, negative = inhibition, usual class: inhibitors. AID 504937; further: potency means the concentration at half of the fitted maximal effect
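Steps: dispense placental human ASM, pin compound, wait 10 min at room temperature, add HMU-PC0 substrate at 9 uM final, incubate 60 min at 37 °C, add stop solution raising pH to 10, read fluorescence.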
a7 integrin act – activators of alpha7 integrin expression for muscular dystrophy | alpha7betagal myoblasts, beta-gal FDG fluorescence, 48 h | Potency, µM (titrated, usually from 38.3 µM), inactives show at the top dose activation, usual class: activators | actives 0.064% (n = 350,000);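 further: potency means the concentration at half of the fitted maximal effect; 100% = response of the positive control SU9516; nearly all actives have a fitted effect of over 60% in size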
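alpha7betagal+/- myoblasts (passage 13, 250/well) treated 48 h at 37C with compounds at 1:260 dilution of DMSO stock. Lysed, then beta-galactosidase activity read as FDG fluorescence (ex 480/em 540) after 30 min, with pre-read for autofluorescence.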
Eya2 phos inh – blocks the phosphatase activity of human Eya2 | recombinant Eya2, OMFP fluorescence dephosphorylation (OMFP is methylfluorescein phosphate) | Potency, µM (doses to about 76.9 µM), without a hit: top-dose activity, negative = inhibition, usual class: inhibitors | O00167 | actives 0.006% (n = 330,000); further: potency means the concentration at half of the fitted maximal effect; on the % scale 0 is the no-effect control and ±100 the full control effect
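Eya2 (0.2 uM) preincubated 10 min at ambient with compound, then OMFP substrate added at 50 uM; 10 min reaction in 50 mM HEPES pH 7.5, 50 mM NaCl, 5 uM MgCl2, 0.05% BSA, 1 mM DTT. Fluorescence read at Ex 485/Em 525 nm.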
TCR act – activates T cell receptor signaling | Potency, µM (titrated, usually from 9.22 µM), for the others: top-dose activation of IL-2 secretion, usual class: activators | primary human leukocytes, anti-CD3, IL-2 HTRF, 48 h | 330,000 tested, under 10 active; further: % of control where 0% means no effect
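TCR engagement came from a-CD3 beads alone, with compounds added to primary human leukocytes for 48 hr. Secreted IL-2 bridged europium cryptate- and d2-labelled anti-IL-2 antibodies, giving FRET emission at 665nm after 320nm excitation.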
TSG101-PTAP inh – blocks PTAP/TSG101 interaction to inhibit HIV-1 budding. AID 493005. Potency, µM (doses to about 115 µM), for the others: top-dose activity change, negative = inhibition, usual class: inhibitors. 340,000 tested, under 10 active. Q99816. Fluorescence polarization, FITC-PTAP peptide / Tsg101 binding; active means well fitted inhibition curve with a large enough effect in the main read-out, with a control signal flat, not every such curve was filed as active; inconclusive means small, poorly fitted or top-dose-only effect, or effect the other way, or a change in a side signal; inactive means no such curve, though single readings can be large or run the other way; further: potency means the concentration at half of the fitted maximal effect; % of control where 0% means no effect
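Fluorescence polarization binding of Tsg101 binding domain (10 uM final) to FITC-labeled PTAP peptide (50 nM final) in HEPES pH 7.5 buffer with NaCl, Tween 20, EDTA, TCEP. Compounds added before peptide; binding 20 min at RT.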
Mito fusion act – mitochondrial division inhibition or fusion activation; actives 0.23% (n = 320,000); Potency, µM (top dose mostly 46.1 µM), inactives show at the top dose growth rescue (activation), most hits filed as activators; S. cerevisiae fusion-defective mutant growth rescue, CellTiterGlo 48 h;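 further: potency means the concentration at half of the fitted maximal effect; % of control where 0% means no effect; nearly all actives have a fitted effect of over 45% in size; temperature-sensitive fusion mutants such as fzo1-1 at 37 °C on non-fermentable ethanol glycerol medium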
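Growth-rescue viability read-out: after 48 h at the non-permissive 37C in glycerol/ethanol YPEG, yeast mitochondrial fusion mutants are measured by CellTiterGlo luminescence; compounds (23 nl pinned per well) restoring growth score as division inhibitors or fusion activators.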
Tb PFK inh – T. brucei PFK enzyme inhibition; O15648; T. brucei PFK, ADP-Glo luminescence; Potency, µM (titrated, usually from 57.5 µM), for the others: top-dose activity, negative = inhibition, actives largely listed as inhibitors; actives 0.17% (n = 330,000); AID 485367;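 further: potency means the concentration at half of the fitted maximal effect; 0% = uninhibited 1x PFK enzyme wells and -100% = no-enzyme wells; nearly all actives have a fitted effect of over 60% in size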
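ADP-Glo luminescence quantified ADP after 45 min at room temperature, with 1.25 nM T. brucei PFK, 0.1 mM ATP and 0.5 mM fructose-6-phosphate in pH 8.0 TEA buffer. qHTS titrations up to 57 µM; curves classified by quality.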
TSHR antag – human thyrotropin receptor antagonism | TSHR-expressing cells, TSH-stimulated cAMP HTRF, 2 h; hits give low values | activity change, negative = inhibition, % at 11.5 µM | actives 0.2% (n = 330,000) | AID 504810;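 active means activity change below a set negative limit, meaning inhibition stronger than a set level, cut at about -70% in these data; inconclusive means activity change between two set negative limits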; further: on the % scale 0 is the no-effect control and ±100 the full control effect
Target sequence (P16473 whole entry, looked up): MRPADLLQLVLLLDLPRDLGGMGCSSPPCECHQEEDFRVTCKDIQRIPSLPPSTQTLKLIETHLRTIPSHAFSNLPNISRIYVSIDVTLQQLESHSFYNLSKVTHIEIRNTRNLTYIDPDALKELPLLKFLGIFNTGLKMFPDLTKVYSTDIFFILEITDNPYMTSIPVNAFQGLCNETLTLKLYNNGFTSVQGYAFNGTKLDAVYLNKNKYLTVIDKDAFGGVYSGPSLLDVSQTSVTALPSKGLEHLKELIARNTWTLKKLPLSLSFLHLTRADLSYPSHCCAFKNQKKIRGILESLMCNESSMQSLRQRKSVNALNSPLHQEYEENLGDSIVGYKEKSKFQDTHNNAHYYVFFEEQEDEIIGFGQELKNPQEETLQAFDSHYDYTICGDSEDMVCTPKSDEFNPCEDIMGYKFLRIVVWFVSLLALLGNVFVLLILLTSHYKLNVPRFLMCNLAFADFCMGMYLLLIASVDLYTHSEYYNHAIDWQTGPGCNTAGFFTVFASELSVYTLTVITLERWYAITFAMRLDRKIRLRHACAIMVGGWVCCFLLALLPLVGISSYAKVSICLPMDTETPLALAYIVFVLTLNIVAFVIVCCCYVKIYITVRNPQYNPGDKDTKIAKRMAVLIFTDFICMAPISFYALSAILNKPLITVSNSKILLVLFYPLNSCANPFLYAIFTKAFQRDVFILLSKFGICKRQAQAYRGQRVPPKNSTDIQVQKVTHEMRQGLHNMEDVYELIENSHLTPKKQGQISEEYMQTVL
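Antagonism was scored as loss of TSH-driven cAMP in TSHR cells, stimulated with 4nM TSH (EC80) for 2 hours at 37 deg C and detected by homogeneous HTRF competition immunoassay.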
Active calls of the source: *; ? = inconclusive; · = no result given; & = joins results of further samples; [ ] = remark or other dose. Unless noted, the call rests on the fitted dose curve; in most records, active means well fitted curve in the direction sought with a large enough effect; inconclusive means small, poorly fitted or top-dose-only effect, or another doubt; inactive means no such curve, though single readings can be large; an effect the other way counts as inactive or inconclusive.

SMILES	ELG1 repair inh	AT treatment	Chronic BCR inh	S-ASM inh	a7 integrin act	Eya2 phos inh	TCR act	TSG101-PTAP inh	Mito fusion act	Tb PFK inh	TSHR antag
CCc1ccc(NC(=O)N2CCN(C(=O)C3CCCO3)CC2)cc1 (stereo not drawn)	2%	6%	5%	1%	7%	-5%	-6%	2%	3%	-3%	6
Cc1ccc(OCCn2cc(/C(N)=N/O)c3ccccc32)cc1C	-12%	2%	-13%	-6%	-20%	-1%	-1%	-5%	0%	-1%	0
CCOc1ccc(S(=O)(=O)NCCC(=O)N(C)Cc2cccs2)cc1	14%	6%	-5%	5%	-4%	10%	4%	-2%	3%	-6%	-3
Cn1c(=O)cc(SCC(=O)NCCCN2CCOCC2)c2ccccc21	?	2%	1%	4%	12%	-10%	-2%	-4%	1%	-3%	3
COC(=O)c1sccc1NC(=O)CC1C(=O)NCCN1C(=O)c1c(F)cccc1Cl (stereo not drawn)	3%	3%	-10%	-2%	-5%	17%	6%	-3%	-2%	-8%	11
NC(=O)C1CCN(CC(=O)Nc2ccccn2)CC1	-3%	-1%	0%	3%	-21%	9%	-2%	7%	-4%	16%	3
Cc1ccc2c(c1)N(CC(=O)NCc1ccco1)C(=O)C(C(C)C)O2 (stereo not drawn)	8%	-1%	?	0%	16%	-2%	-2%	-2%	2%	1%	-3
O=C(N/N=C/c1ccc(F)cc1)c1cc(-c2ccco2)nc2ccccc12	0%	1%	6%	12%	0%	1%	-1%	-6%	-8%	-5%	8
COc1ccc([C@]23Cc4cc(OC)c(OC)cc4C(O2)c2c(c4ccccc4oc2=O)O3)cc1	·	2%[11.5 µM]	?	·	·	-10%[15.4 µM]	·	·	-7%[9.22 µM]	-5%[11.5 µM]	·
CCCNC(=O)CN(C)S(=O)(=O)c1ccc(F)cc1	1%	16%	-6%	0%	16%	-4%	-3%[46.1 µM]	0%	3%	-5%	23
CC(=O)N1CC(=O)N(c2ccccc2)C1=O	4%	3%	?	5%	11%	?	-2%	-3%	5%	2%	-4
COc1ccc(NC(=O)c2ccc3snnc3c2)cc1	?	-3%	?	-3%	8%	-6%	-3%[46.1 µM]	-7%	4%	-7%	9
Cc1cc2nnc(SCc3ccccc3)n2c(N)n1	?	2%	0%	4%	2%[7.66 µM]	-3%	·	-3%	2%	-1%	-11
COCCCNC(=O)CSc1nc2ccccc2c(=O)n1CCC(=O)NCCc1ccc(OC)c(OC)c1	-9%	8%	-13%	3%	3%	-15%	-2%	0%	?	-2%	33
Cc1ccc(NC(=O)c2oc3ccc(S(=O)(=O)N4CCOCC4)cc3c2C)c(C)c1	?	-3%	2%&-7%	-8%	-23%	-2%	3%	-2%	-3%	-4%	1
Cn1c(NC(=O)/C=C/c2ccc(Cl)c(Cl)c2)cc(=O)n(C)c1=O	?	1%	?	0%	-14%	-3%	9%[46.1 µM]	-1%	0%	2%	-3
Cc1cc2c(cc1S(=O)(=O)N1CCN(c3ccc(Cl)cc3)CC1)OCCN2C	8%	-6%	?	-5%	6%	-16%	3%	-3%	-4%	-3%	-13
COc1cc2c(c(OC)c1OC)-c1c(cc3c(c1OC)OCO3)C[C@H](C)[C@@](C)(O)C2	1%	48%	2%	3%	·	-22%	-6%	0%	5%	2%	1
Cc1c(-n2cccc2C=O)cccc1[N+](=O)[O-]	-4%	5%	?	-5%	1%	-16%	23%	-2%	6%	1%	-4
CCCCc1ccc(NC(=O)CN2NS(=O)(=O)c3ccccc3C2=O)cc1	-16%	-2%	?	-3%	14%	-43%	5%	-9%	2%	2%	-1
CCOc1cc(/C=N/Nc2nnc(C)n2N)ccc1O	5%	-1%	?	11%	-46%[inhibitor]	-5%	-1%	-7%	-62%	-1%	-14
CCCOc1ccc(C(F)(F)F)cc1NS(=O)(=O)c1ccc(Cl)nc1	-5%	-8%	?	0%	5%	-25%	-1%	0%	-6%	0%	-11
COc1cccc(C(=O)Nc2cccc3c2ccc2cccn23)c1	6%	0%	-12%	30%	-5%	4%	-8%	1%	-6%	0%	-1
COc1ccc(/C=N/NC(=O)c2ccncc2)cc1[N+](=O)[O-]	14%	-1%	-6%	2%	20%	-12%	4%	-4%	10%	0%	-4
O=C(COC(=O)c1ccc(Cl)c(S(=O)(=O)NCc2ccccc2)c1)NC1CC1	?	-9%	-1%	6%	28%	4%	6%	-1%	-4%	1%	31
CCc1ccc(-c2nc(CN3CCC(C(=O)N4CCN(c5ccccn5)CC4)CC3)c(C)o2)cc1	4.1µM*	0%	7%	-2%	-64%[inhibitor]	-2%	5%	-3%	-8%	-4%	-11
COc1ccc(N(C(=O)C(C)C)S(=O)(=O)c2ccc3c(c2)n(C)c(=O)n3C)cc1	10%	3%	-1%	1%	2%	-13%	-5%	-5%	5%	1%	3
Cc1cc(O)c2c(C)c(CC(=O)N3CCN(C(=O)C4COc5ccccc5O4)CC3)c(=O)oc2c1 (stereo not drawn)	?	-4%	7%	25%	33%	2%	-22%	-6%	4%	2%	-10
O=C(CN1CCN(S(=O)(=O)c2ccc(Cl)cc2)CC1)Nc1ccc2c(c1)OCO2	-14%	-4%	?	0%	0%	6%	-3%	-6%	4%	-1%	-2
COc1ccc(N=Cc2oc3ccc4ccccc4c3c2O)cc1	?	-7%	?	-6%	0%	9%	-6%	-3%	-5%	-16%	3
CCN(CC)c1ccc(/C=N/NC(=O)Cc2ccc(OC)c(OC)c2)cc1	-4%	-2%	?	359%[activator]	-33%	-3%	3%	-7%	3%	1%	-7
Cn1c(CN2CCOCC2)nc2cc(NC(=O)COc3ccccc3)ccc21	?	4%	-4%	7%	-27%	-1%	-3%	-3%	0%	3%	-7
Cc1cccc(N2C(=O)C(O)=C(C(=O)c3cccs3)C2c2cccc(Oc3ccccc3)c2)n1 (stereo not drawn)	0%	35%	8%	5%	14%	2%	-1%	0%	15%	0%	-8
CCN1CCN(C(c2cc(OC)c(OC)c(OC)c2)c2nnnn2C(C)C)CC1 (stereo not drawn)	15%	-1%	22%	0%	8%	5%	1%	0%	0%	1%	11
CCOC(=O)N1CCN(C(=O)C2c3cc(OC)c(OC)cc3C(=O)N3CCc4ccccc4C23)CC1 (stereo not drawn)	1%	-15%	?	2%	-17%	-27%	-1%	-6%	1%	3%	-7
CCC(=O)N1CCN(CCN=CC2=C(O)CC(C)(C)CC2=O)CC1	0%	-6%	3%	3%	-17%	16%	-3%	-5%	-9%	11%	5
CCCCC1CC(C)(C(=O)CSc2nc3ccccc3s2)OC1=O (stereo not drawn)	-13%	6%	1%	-6%	21%	-16%	3%	-1%	5%	4%	-10
CCC(CO)Oc1cc(NC(=O)c2ccccc2)c2ncn(C(C)C)c2c1 (stereo not drawn)	?	-2%	-9%	0%	3%	0%	3%	0%	-3%	0%	-12
Cc1nn(C)c(Cl)c1CN1CCCC(CO)(Cc2cccc(Cl)c2)C1 (stereo not drawn)	1%	7%	?	1%	-30%	?	5%	3%	-3%	-21%	14
Cc1ccc(CNC(=O)COC(=O)c2nc(-c3ccccc3)oc2C)cc1	?	3%	-7%	-4%	10%	0%	0%	-1%	30%	8%	39
O=C(O)Cn1ccc2cc(S(=O)(=O)N3CCCCCC3)ccc21	21%	6%	-3%	2%	31%	-4%	2%	-2%	-1%	0%	-7
Cc1nc2ccccn2c1C(=O)CSc1ccc(Cl)cc1Cl	-3%	4%	5%	-2%	15%	-8%	-36%	-9%	-3%	-1%	4
Cc1onc(-c2ccccc2Cl)c1C(=O)NCc1nc(-c2ccccc2)no1	?	-1%	2%	-1%	-10%	-2%	-1%	-2%	22%	3%	-8
